ARNT-TACC3 inh: disrupts binding between human ARNT and TACC3. hit rate 0.66% among 390,000. AlphaScreen His-ARNT PAS-B/GST-TACC3 binding, luminescence; TACC3 fragment carries E629A point mutation. inhibition, % at 9.99 µM. Q9Y6A5. AID 623870;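 active = mean inhibition of replicates at least 50% and at least half of replicates each reaching 50%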;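 note: 0% = complete ARNT plus TACC3 wells and 100% = ARNT alone without TACC3; many hits fall short of the cut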
esBAF inh: inhibitors of esBAF chromatin remodeling in mouse ES cells; Bmi1-luciferase knock-in reporter, 24 h; 100% = twice the neutral-well signal; reporter increase, % at 12.5 µM; hit rate 2% among 350,000; in the data active = activation above about 40%;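 note: 0% = median of the plate's neutral control wells and 100% = double that signal; a rise in the Bmi1 reporter signal indicates esBAF inhibition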
* hit, by the source's call.

Results for COc1ccc(C(=O)Nc2ccc(N3CCN(C(=O)C(C)C)CC3)cc2)cc1[N+](=O)[O-] ?
ARNT-TACC3 inh: 1.5; esBAF inh: -5.0

How did Cc1cc(C(=O)O)ccc1-c1ccc(/C=C2\NC(=O)N(Cc3ccccc3Cl)C2=O)o1 do in these assays?
ARNT-TACC3 inh: -4.0; esBAF inh: -1.4

Results for CC1CCN(CCCNC(=O)c2ccc(CS(=O)(=O)Cc3ccccc3F)o2)CC1 ?
ARNT-TACC3 inh: 1.2; esBAF inh: -4.0

What do the screens show for `COc1ccc2c(C)cc(SCC(=O)c3ccc4c(c3)OCO4)nc2c1`?
ARNT-TACC3 inh: 1.5; esBAF inh: 1.7

What do the screens show for `Cc1cccc(NC(=O)c2c(C)cc(=O)oc2C)n1`?
ARNT-TACC3 inh: -0.9; esBAF inh: -5.4

Results for CC(=O)c1c(C)[nH]c(C(=O)CSc2nc3ccccc3n2C)c1C ?
ARNT-TACC3 inh: -0.6; esBAF inh: -18.4

How did COc1ccc(/C(N)=C/C(=O)C(C)(C)C)cc1 do in these assays?
ARNT-TACC3 inh: -1.4; esBAF inh: 58.1*

How did COC(=O)C1=CN(C(C)C)C=C(C(=O)OC)C1c1cc(Br)c(OC)c(OC)c1 do in these assays?
ARNT-TACC3 inh: -69.5; esBAF inh: -4.9

Results for C=CCNC(=O)C(C#N)c1nc2ccccc2nc1N1CCCCCC1 (centres undefined) ?
ARNT-TACC3 inh: 5.0; esBAF inh: -2.8

How did CC(C)(/C=N/O)/[N+]([O-])=C/c1ccccc1C(F)(F)F do in these assays?
ARNT-TACC3 inh: -10.7; esBAF inh: -1.0

What do the screens show for `Cc1ccc(C)c(NC(=S)NNC(=O)c2ccc(Br)o2)c1`?
ARNT-TACC3 inh: 6.7; esBAF inh: 21.7

How did COc1cc(NC(=O)c2ccc(C)cc2)c(OC)cc1NC(=O)CN1CCOCC1 do in these assays?
ARNT-TACC3 inh: 31.0; esBAF inh: 6.3

How did Cc1cc(NC(=O)Nc2ccc(F)cc2)no1 do in these assays?
ARNT-TACC3 inh: -6.5; esBAF inh: 18.9

How did COCCn1c(COc2ccc(C)cc2)nc2ccccc21 do in these assays?
ARNT-TACC3 inh: -6.5; esBAF inh: 64.1*

What do the screens show for `CCOC(=O)Cn1cc(-c2ccccc2)nn1`?
ARNT-TACC3 inh: -1.5; esBAF inh: 4.8

How did O=C(c1ccc2c3c(cccc13)C(=O)N(O)C2=O)N1CCCCC1 do in these assays?
ARNT-TACC3 inh: -2.3; esBAF inh: -9.6

How did O=S(=O)(Nc1ccncc1Cl)c1ccccc1 do in these assays?
ARNT-TACC3 inh: -3.2; esBAF inh: -7.1

Results for COc1ccccc1NC(=O)C(C)NS(=O)(=O)c1ccccc1 (centres undefined) ?
ARNT-TACC3 inh: 2.9; esBAF inh: -9.9

How did O=c1c2ccccc2c(C=NCCO)c(O)n1-c1ccccc1 do in these assays?
ARNT-TACC3 inh: 4.3; esBAF inh: -5.2

Results for COc1cccc(CNC(=O)C2=C(C)C(=O)OC23CCC(C)CC3)c1 (centres undefined) ?
ARNT-TACC3 inh: -2.4; esBAF inh: -11.6

Results for Cc1cccc(-c2nc3c(c(SCC(=O)N4CCOCC4)n2)CCCC3)c1 ?
ARNT-TACC3 inh: -3.2; esBAF inh: -1.0

What do the screens show for `O=C(Cc1c(O)c2ccccc2[nH]c1=O)N(Cc1ccccc1)Cc1ccccc1`?
ARNT-TACC3 inh: -8.7; esBAF inh: 1.6

Results for Brc1c(CSc2nnc(-c3ccco3)o2)nc2ccccn12 ?
ARNT-TACC3 inh: -2.7; esBAF inh: 12.9

Results for O=C(CCC(=O)OCc1cccc([N+](=O)[O-])c1)Nc1ccccc1Cl ?
ARNT-TACC3 inh: -0.5; esBAF inh: -6.2

Results for CC(NC(=O)OC1CCCCC1)N1C(=O)C2C3C=CC(C3)C2C1=O (centres undefined) ?
ARNT-TACC3 inh: 31.8; esBAF inh: 1.1

Results for CCOC(=O)C1CCCN(C(=O)COC(=O)C2=COCCO2)C1 (centres undefined) ?
ARNT-TACC3 inh: 11.2; esBAF inh: -0.2

What do the screens show for `CC(C)c1ccc(/C=C/C(=O)NCCCc2ccccc2)cc1`?
ARNT-TACC3 inh: -5.1; esBAF inh: -4.5

Results for COC(=O)c1ccccc1NC(=O)C1CC(=O)N(c2ccccc2)C1 (centres undefined) ?
ARNT-TACC3 inh: -2.4; esBAF inh: -3.2

Results for CCOC(=O)N1CCC(n2c(=S)[nH]c3cc(OCC)c(OCC)cc3c2=O)CC1 ?
ARNT-TACC3 inh: -4.5; esBAF inh: 10.1

How did Cc1ccc(N2C(=O)c3ccc(N)cc3C2=O)cc1C do in these assays?
ARNT-TACC3 inh: -9.4; esBAF inh: 89.5*

What do the screens show for `CN(C)c1ccc(/C=N\S(=O)(=O)c2ccccc2)cc1`?
ARNT-TACC3 inh: -245.7; esBAF inh: 2.4

What do the screens show for `Cc1nn(Cc2c(F)c(F)c(F)c(F)c2F)c(C)c1NC(=O)c1c([N+](=O)[O-])cnn1C`?
ARNT-TACC3 inh: 2.3; esBAF inh: -2.9

How did CCOc1ccccc1CNC(=O)C1CCN(C(=O)c2sccc2-n2cccc2)CC1 do in these assays?
ARNT-TACC3 inh: -2.1; esBAF inh: -1.5

Results for O=C(c1cc(-c2ccncc2)nc2ccccc12)N1CCN(S(=O)(=O)/C=C/c2ccccc2)CC1 ?
ARNT-TACC3 inh: 2.1; esBAF inh: -4.6

What do the screens show for `Cc1cccc(N2CCN(C(=S)Nc3ccc4nc(N5CCOCC5)cc(C)c4c3)CC2C)c1` (centres undefined)?
ARNT-TACC3 inh: -28.2; esBAF inh: 6.7

Results for CCn1ncc(Br)c1C(=O)Nc1cc(C(=O)OC)ccc1C(=O)OC ?
ARNT-TACC3 inh: -1.4; esBAF inh: 27.9

Results for Cn1c(NC(=O)c2ccco2)c(-c2ccccc2)c(=O)c2ccccc21 ?
ARNT-TACC3 inh: -6.1; esBAF inh: -4.0

What do the screens show for `O=C(NC(Cc1c[nH]c2ccccc12)c1nnc2n1CCCCC2)c1ccc(Cl)cc1` (centres undefined)?
ARNT-TACC3 inh: 3.9; esBAF inh: -1.8

How did CCCCNS(=O)(=O)c1ccc2nc(SCC(=O)Nc3cc(C)cc(C)c3)[nH]c2c1 do in these assays?
ARNT-TACC3 inh: -9.2; esBAF inh: -0.3

How did CC1CCN(C2=NC(=O)/C(=C/c3cn(-c4ccccc4)nc3-c3cccc(S(=O)(=O)N(C)C)c3)S2)CC1 do in these assays?
ARNT-TACC3 inh: -6.0; esBAF inh: 32.8

What do the screens show for `O=C(CCSc1nnc2ccccn12)Nc1ccc(F)cc1`?
ARNT-TACC3 inh: 2.3; esBAF inh: -6.5

What do the screens show for `O=C(COC(=O)Cc1cn2ccsc2n1)NCc1ccc2c(c1)OCO2`?
ARNT-TACC3 inh: -6.1; esBAF inh: 2.2

What do the screens show for `O=C(Nc1ccccc1N1CCCCC1)c1cccs1`?
ARNT-TACC3 inh: 1.7; esBAF inh: -3.3

What do the screens show for `Cc1c(C(=O)OCC(=O)NCc2ccc3c(c2)OCO3)cccc1[N+](=O)[O-]`?
ARNT-TACC3 inh: 0.0; esBAF inh: -4.2

How did O=C1C2CCCN2C(c2ccc(Cl)cc2)N1c1nccs1 (centres undefined) do in these assays?
ARNT-TACC3 inh: 1.0; esBAF inh: -6.6

How did Cc1c(NC(=O)C(CC(=O)O)NCc2ccco2)c(=O)n(-c2ccccc2)n1C (centres undefined) do in these assays?
ARNT-TACC3 inh: 4.0; esBAF inh: -1.5

Results for O=c1c2ccccc2oc2nc3n(c(=O)c12)CCCS3 ?
ARNT-TACC3 inh: 12.7; esBAF inh: -1.8

What do the screens show for `O=C(c1cc2ccccn2n1)N1CCN(c2cccc(C(F)(F)F)c2)CC1`?
ARNT-TACC3 inh: 22.2; esBAF inh: -3.8

Results for CCCCOc1ccc(Cl)cc1CSc1nncn1N ?
ARNT-TACC3 inh: 2.4; esBAF inh: -2.3

Results for COC(=O)c1sccc1NC(=O)c1cc(-c2cccc(C)c2)nc2ccccc12 ?
ARNT-TACC3 inh: -4.5; esBAF inh: -12.2

What do the screens show for `CCOc1ccc(N(CC(=O)NN=C2CCN(C)CC2)S(C)(=O)=O)cc1`?
ARNT-TACC3 inh: -29.8; esBAF inh: -3.2

What do the screens show for `NC1=NCc2ccccc21`?
ARNT-TACC3 inh: -8.9; esBAF inh: -4.6

How did Cc1ccccc1Cn1c2ccccc2c2cn[nH]c(=O)c21 do in these assays?
ARNT-TACC3 inh: -1.7; esBAF inh: -4.1

How did Cc1ccc2cc(CN(Cc3nnnn3Cc3ccco3)CC3CCCO3)c(=O)[nH]c2c1C (centres undefined) do in these assays?
ARNT-TACC3 inh: 7.9; esBAF inh: 14.6

How did O=C1C2Sc3[nH]c(=O)sc3C(c3ccccc3)C2C(=O)N1c1ccccc1 (centres undefined) do in these assays?
ARNT-TACC3 inh: 6.6; esBAF inh: -3.0

How did CCC(C)NCCOCCOc1ccccc1-c1ccccc1 (centres undefined) do in these assays?
ARNT-TACC3 inh: -1.3; esBAF inh: -0.3

What do the screens show for `Cc1ccccc1-c1nnc(SCC(=O)NC2CCCCC2)o1`?
ARNT-TACC3 inh: -8.3; esBAF inh: -4.1

What do the screens show for `CCOCC(O)CS(=O)Cc1ccccc1` (centres undefined)?
ARNT-TACC3 inh: -17.9; esBAF inh: -1.9

Results for CC(=O)c1ccc(NC(=O)/C(=C\c2ccccc2)NC(=O)/C=C/c2ccccc2)cc1 ?
ARNT-TACC3 inh: -3.9; esBAF inh: 9.9

How did CCOC(=O)c1c[nH]c(=O)c(Br)c1O do in these assays?
ARNT-TACC3 inh: -3.9; esBAF inh: -0.7

An excerpt from above in order of number of heavy atoms, rising:
What do the screens show for `NC1=NCc2ccccc21`?
ARNT-TACC3 inh: -8.9; esBAF inh: -4.6

How did CCOC(=O)c1c[nH]c(=O)c(Br)c1O do in these assays?
ARNT-TACC3 inh: -3.9; esBAF inh: -0.7

What do the screens show for `CCOCC(O)CS(=O)Cc1ccccc1` (centres undefined)?
ARNT-TACC3 inh: -17.9; esBAF inh: -1.9

Results for O=c1c2ccccc2oc2nc3n(c(=O)c12)CCCS3 ?
ARNT-TACC3 inh: 12.7; esBAF inh: -1.8

How did O=C1C2CCCN2C(c2ccc(Cl)cc2)N1c1nccs1 (centres undefined) do in these assays?
ARNT-TACC3 inh: 1.0; esBAF inh: -6.6

How did Cc1ccccc1Cn1c2ccccc2c2cn[nH]c(=O)c21 do in these assays?
ARNT-TACC3 inh: -1.7; esBAF inh: -4.1

How did CCC(C)NCCOCCOc1ccccc1-c1ccccc1 (centres undefined) do in these assays?
ARNT-TACC3 inh: -1.3; esBAF inh: -0.3

What do the screens show for `O=C(COC(=O)Cc1cn2ccsc2n1)NCc1ccc2c(c1)OCO2`?
ARNT-TACC3 inh: -6.1; esBAF inh: 2.2

How did O=C1C2Sc3[nH]c(=O)sc3C(c3ccccc3)C2C(=O)N1c1ccccc1 (centres undefined) do in these assays?
ARNT-TACC3 inh: 6.6; esBAF inh: -3.0

How did Cc1c(NC(=O)C(CC(=O)O)NCc2ccco2)c(=O)n(-c2ccccc2)n1C (centres undefined) do in these assays?
ARNT-TACC3 inh: 4.0; esBAF inh: -1.5

Results for CC(=O)c1ccc(NC(=O)/C(=C\c2ccccc2)NC(=O)/C=C/c2ccccc2)cc1 ?
ARNT-TACC3 inh: -3.9; esBAF inh: 9.9

How did Cc1ccc2cc(CN(Cc3nnnn3Cc3ccco3)CC3CCCO3)c(=O)[nH]c2c1C (centres undefined) do in these assays?
ARNT-TACC3 inh: 7.9; esBAF inh: 14.6

More results follow:
What do the screens show for `O=C(N/N=C/c1ccc(-c2cccc(C(F)(F)F)c2)o1)c1ccccc1Br`?
ARNT-TACC3 inh: -2.1; esBAF inh: 11.4

What do the screens show for `Cc1ccc(S(=O)(=O)Nc2ccc3c(c2)nc(CN2CCCC2)n3C)cc1`?
ARNT-TACC3 inh: 7.4; esBAF inh: -6.6

Results for Cc1c(NC2=NC3(CCCCC3)Cc3ccccc32)c(=O)n(C)n1-c1ccccc1 ?
ARNT-TACC3 inh: 2.4; esBAF inh: 8.1

Results for NC(=O)c1ccc(-c2ncc(-c3ccccc3)o2)cc1 ?
ARNT-TACC3 inh: 0.1; esBAF inh: -3.1

How did O=S(=O)(NCc1ccc(F)cc1)c1cccc(S(=O)(=O)N2CCOCC2)c1 do in these assays?
ARNT-TACC3 inh: 9.7; esBAF inh: -1.0

How did CCC(C)NC(=O)C1CCN(S(=O)(=O)c2cccs2)CC1 (centres undefined) do in these assays?
ARNT-TACC3 inh: -4.8; esBAF inh: -1.3

What do the screens show for `CCN(CC)C(=O)CN1CCC(n2c(C)nc3cc(C(F)(F)F)ccc32)CC1`?
ARNT-TACC3 inh: 5.2; esBAF inh: 6.6

Results for CC(C)(C)n1nnnc1C(c1cccnc1)N1CCN(c2ccccc2F)CC1 (centres undefined) ?
ARNT-TACC3 inh: -6.1; esBAF inh: -1.5

Screens (PubChem)

An excerpt; the hit share may differ from the screen's.
